MrgX1 antagonist – antagonists of human MrgX1 receptor, primary screen, HEK293 cells, Fluo-4 calcium flux; 310,000 tested, 1.3% active; BAM8-22 antagonism; stronger effect = lower value; B-score at 10 µM; AID 588676, 2011;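 active = calcium-response B-score plate-corrected more than 3 library SD below zero, starting fluorescence within 5 deviations, no agonist response on first addition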;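 also: peak minus trough fluorescence over baseline after final BAM8-22 challenge near maximal dose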
Target sequence (Q96LB2 whole entry, looked up): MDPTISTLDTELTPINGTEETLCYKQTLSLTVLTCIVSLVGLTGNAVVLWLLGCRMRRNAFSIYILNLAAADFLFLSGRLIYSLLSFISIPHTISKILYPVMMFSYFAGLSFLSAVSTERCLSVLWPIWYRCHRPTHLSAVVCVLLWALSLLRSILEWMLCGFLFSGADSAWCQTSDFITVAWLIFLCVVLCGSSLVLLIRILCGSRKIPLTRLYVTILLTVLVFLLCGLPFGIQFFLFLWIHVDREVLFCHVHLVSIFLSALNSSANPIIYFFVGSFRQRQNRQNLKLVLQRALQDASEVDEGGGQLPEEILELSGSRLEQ
ANO1 activ – TMEM16A chloride channel activators or potentiators, primary screen, cell-based, HTS; Anoctamin-1 (Mus musculus), Q8BHY3; HEK293 TMEM16A/YFP-H148Q/I152L, iodide quench fluorescence; stronger effect = lower value; B-score at 10 µM; 340,000 tested, 0.3% active;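 active = fluorescence-ratio B-score plate-corrected deviation score at least 3 library SD below zero, with starting fluorescence score within 5 deviations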;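 also: channel opened by trigger with iodide after compound preincubation; score built on the fluorescence ratio of max minus min over baseline; more negative score means more quench and so TMEM16A activation or potentiation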
MrgX1 ag – agonists of human MrgX1 receptor, primary screen, HEK293 cells, Fluo-4 calcium flux; Fluo-4 calcium fluorescence, agonist mode; stronger effect = higher value; B-score at 10 µM; 310,000 tested, 0.44% active; AID 588627, 2011;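 active = calcium response B-score plate-corrected fluorescence ratio at least 3 library SD, with starting fluorescence B-score inside 5 SD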
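Assay system: MrgX1-expressing HEK293 cells / Amount: fifteen thousand cells per well / Doses: test compound in the initial addition of three / Timing: cells plated overnight, dye loaded 0.5 h 37 °C, 0.5 h room temperature / Technique: kinetic calcium dye fluorescence, Fluo-4 NW / Control set: positive and negative controls per plate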
TRPC4 potent – positive allosteric modulators of TRPC4, primary screen, cell-based, mouse TRPC4beta, HEK293 mu-opioid, Fluo-4 calcium; DAMGO EC20, Fluo-4 Ca2+ flux; stronger effect = higher value; 310,000 tested, 0.42% active; B-score at 10 µM; Short transient receptor potential channel 4 (Mus musculus), Q9QUQ5;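 active = B-score of calcium response area above 5 SD of library B-scores, with initial fluorescence ratio within 5 SD of library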;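 also: B-score of integrated fluorescence ratio over time as area under calcium response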
TRPC4 agonist – activators of mouse TRPC4 channel, primary screen, Fluo4 calcium, HEK293 TRPC4beta/mu-opioid cells; Fluo4 calcium fluorescence; stronger effect = higher value; B-score at 10 µM; 310,000 tested, 0.49% active;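 active = B-score above 5 SD of library B-scores, and initial fluorescence ratio not above library mean plus 5 SD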;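 also: positive B-score marks a calcium rise read as TRPC4 activation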
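Assay system: HEK293 cells stably co-expressing mouse TRPC4beta and mu-opioid receptor / Timing: Fluo4 dye loading 45 min at room temperature, 110 s recording / Signal: Fluo4 calcium-sensitive dye fluorescence, kinetic, 1 Hz baseline / Read-out: integrated baseline-normalised fluorescence ratio, converted to per-well B score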
TMEM16A inh – TMEM16A chloride channel inhibitors, primary screen, cell-based, HTS; AID 588511, 2011; Anoctamin-1 (Mus musculus), Q8BHY3; 310,000 tested, 1.2% active; HEK293 TMEM16A/YFP iodide influx fluorescence, ionomycin; normalized B-score (activity score, 25-100; higher = stronger inhibition) at 10 µM;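 active = ratio plate-corrected score three or more library SD toward inhibition, starting fluorescence score within five deviations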;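 also: score derived from kinetic fluorescence span divided by baseline fluorescence per well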
RGS4 inh – RGS4 inhibitors, primary screen, cell-based, HEK293 M3R inducible RGS4, calcium flux; AID 463165, 2010; B-score at 10 µM; 310,000 tested, 0.45% active; Regulator of G-protein signaling 4 (Homo sapiens), P49798; Fluo-4 calcium flux; stronger effect = higher value; triggered by carbachol at its EC20;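 active = B-score, a plate-corrected calcium signal, over three deviations above library mean, with baseline fluorescence within five deviations of library mean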;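 also: RGS4 expression induced by doxycycline in cells with stable M3 receptor; B-score is computed from the integrated fluorescence ratio over baseline after carbachol; higher B-score means a larger calcium signal and so more RGS4 inhibition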
Target sequence (P49798 whole entry, looked up): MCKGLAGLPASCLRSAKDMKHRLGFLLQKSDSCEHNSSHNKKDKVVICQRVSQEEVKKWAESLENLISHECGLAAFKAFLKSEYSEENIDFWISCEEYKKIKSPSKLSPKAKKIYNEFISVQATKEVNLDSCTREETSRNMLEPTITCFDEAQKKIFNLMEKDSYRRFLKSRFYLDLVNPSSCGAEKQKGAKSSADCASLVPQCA
TRPC6 inhibitor – mouse TRPC6 channel inhibitors, primary screen, cell-based, HEK293, membrane potential dye. Short transient receptor potential channel 6 (Mus musculus), Q61143. ACh-evoked depolarization; stronger effect = lower value. B-score at 10 µM. 310,000 tested, 1.1% active. AID 2553, 2010;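 active = B-score under library mean minus 3 SD, initial fluorescence not abnormally high, positive integrated signal ratio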;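 also: B-score derived from integrated fluorescence ratio over the kinetic read; more negative B-score means stronger inhibition of depolarization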
MrgX1 PAM – positive allosteric modulators of MrgX1, primary screen, HEK293 cells, Fluo-4 calcium flux; FDSS; stronger effect = higher value; B-score at 10 µM; 310,000 tested, 0.63% active; AID 588675, 2011;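 active = plate-corrected calcium response at least 3 library SD above typical, normal starting fluorescence, not activating the receptor alone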;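 also: compound read alongside a low EC10 to EC30 dose of BAM8-22 agonist; peak minus trough fluorescence over baseline measured at the second addition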
TRPC6 activator – mouse TRPC6 channel activators, primary screen, cell-based, HEK293, membrane potential dye; HEK293-TRPC6 membrane potential dye fluorescence; stronger effect = higher value; B-score at 10 µM; 310,000 tested, 0.13% active; AID 2550, 2010;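 active = B-score of the integrated fluorescence ratio above library mean plus 3 SD, and starting fluorescence ratio within library mean plus 5 SD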;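 also: higher score means more depolarization so channel activation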
TRPC4 inh – inhibitors of mouse TRPC4 channel, primary screen, Fluo4 calcium, HEK293 TRPC4beta/mu-opioid cells; 300,000 tested, 0.39% active; Short transient receptor potential channel 4 (Mus musculus), Q9QUQ5; AID 2247, 2010; B-score at 10 µM; DAMGO-evoked Fluo4 calcium flux; stronger effect = lower value;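 active = B-score over 3 SD under the library average, no early fluorescence shift, positive overall ratio signal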
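Test system – stable TRPC4beta/mu-opioid receptor HEK293 cells · Probe or stimulus – DAMGO, a submaximal dose followed by a maximal one · Dosing – one concentration per compound · Signal – Fluo4 calcium fluorescence by kinetic imaging, 5 s 1 Hz baseline · Evaluation – per-well B score of integrated baseline-normalized Fluo4 ratio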
* hit, by the source's call.

`Cc1ccc(S(=O)(=O)N/N=C/c2cc([N+](=O)[O-])ccc2O)cc1[N+](=O)[O-]` gave MrgX1 antagonist inactive, ANO1 activ inactive, MrgX1 ag inactive, TRPC4 potent inactive, TRPC4 agonist inactive, TMEM16A inh inactive, RGS4 inh inactive, TRPC6 inhibitor inactive, MrgX1 PAM inactive, TRPC6 activator inactive and TRPC4 inh inactive.
`CCOC(=O)COc1ccc(/C=C2\NC(=S)N(CC)C2=O)cc1` gave MrgX1 antagonist inactive, ANO1 activ inactive, MrgX1 ag inactive, TRPC4 potent inactive, TRPC4 agonist inactive, TMEM16A inh inactive, RGS4 inh inactive, TRPC6 inhibitor inactive, MrgX1 PAM inactive, TRPC6 activator inactive and TRPC4 inh inactive.
CCOC(=O)N1CCN(C(=O)c2ccc3nc4ccsc4c(=O)n3c2)CC1 was read as MrgX1 antagonist inactive, ANO1 activ inactive, MrgX1 ag inactive, TRPC4 potent inactive, TRPC4 agonist inactive, TMEM16A inh inactive, RGS4 inh inactive, TRPC6 inhibitor inactive, MrgX1 PAM inactive, TRPC6 activator inactive and TRPC4 inh inactive.
Screening COC(=O)CSc1nc2ncccc2[nH]1 returned MrgX1 antagonist inactive, ANO1 activ inactive, MrgX1 ag inactive, TRPC4 potent inactive, TRPC4 agonist inactive, TMEM16A inh inactive, RGS4 inh inactive, TRPC6 inhibitor inactive, MrgX1 PAM inactive, TRPC6 activator inactive and TRPC4 inh inactive.
`COc1ccc(C(=O)Cn2c(Cl)nc3c2c(=O)n(C)c(=O)n3C)cc1` gave MrgX1 antagonist inactive, ANO1 activ inactive, MrgX1 ag inactive, TRPC4 potent inactive, TRPC4 agonist inactive, TMEM16A inh inactive, RGS4 inh inactive, TRPC6 inhibitor inactive, MrgX1 PAM inactive, TRPC6 activator inactive and TRPC4 inh inactive.
For Cc1cc(S(=O)(=O)NCc2cccnc2)ccc1F the results were MrgX1 antagonist inactive, ANO1 activ inactive, MrgX1 ag inactive, TRPC4 potent inactive, TRPC4 agonist inactive, TMEM16A inh inactive, RGS4 inh inactive, TRPC6 inhibitor inactive, MrgX1 PAM inactive, TRPC6 activator inactive and TRPC4 inh inactive.
Screening C=C(C)CNC(=S)N/N=C/c1c(F)cccc1F returned MrgX1 antagonist inactive, ANO1 activ inactive, MrgX1 ag inactive, TRPC4 potent inactive, TRPC4 agonist inactive, TMEM16A inh inactive, RGS4 inh inactive, TRPC6 inhibitor inactive, MrgX1 PAM inactive, TRPC6 activator inactive and TRPC4 inh inactive.
Screening CCOC(=O)c1c(CN2CCC(C)CC2)n(C)c2cc(Br)c(OC)cc12 returned MrgX1 antagonist inactive, ANO1 activ inactive, MrgX1 ag inactive, TRPC4 potent inactive, TRPC4 agonist inactive, TMEM16A inh inactive, RGS4 inh inactive, TRPC6 inhibitor inactive, MrgX1 PAM inactive, TRPC6 activator inactive and TRPC4 inh inactive.
For O=C(c1ccncc1)N1CCN(C(=O)c2cccc3ccccc23)CC1 the results were MrgX1 antagonist inactive, ANO1 activ inactive, MrgX1 ag inactive, TRPC4 potent inactive, TRPC4 agonist inactive, TMEM16A inh inactive, RGS4 inh inactive, TRPC6 inhibitor inactive, MrgX1 PAM inactive, TRPC6 activator inactive and TRPC4 inh inactive.
For CC(=O)/C=C\c1cn(-c2ncc(C(F)(F)F)cc2Cl)c2ccccc12 the results were MrgX1 antagonist inactive, ANO1 activ inactive, MrgX1 ag inactive, TRPC4 potent inactive, TRPC4 agonist inactive, TMEM16A inh inactive, RGS4 inh inactive, TRPC6 inhibitor inactive, MrgX1 PAM inactive, TRPC6 activator inactive and TRPC4 inh inactive.
`O=C(Cn1c(C(F)(F)F)nc2ccccc21)Nc1ccccc1C(=O)O` gave MrgX1 antagonist -5.8*, ANO1 activ inactive, MrgX1 ag inactive, TRPC4 potent inactive, TRPC4 agonist inactive, TMEM16A inh inactive, RGS4 inh inactive, TRPC6 inhibitor inactive, MrgX1 PAM inactive, TRPC6 activator inactive and TRPC4 inh inactive.
COc1ccc2c(Cl)c(C(=O)NCCc3ccc(S(N)(=O)=O)cc3)sc2c1 was read as MrgX1 antagonist inactive, ANO1 activ inactive, MrgX1 ag inactive, TRPC4 potent inactive, TRPC4 agonist inactive, TMEM16A inh inactive, RGS4 inh inactive, TRPC6 inhibitor inactive, MrgX1 PAM inactive, TRPC6 activator inactive and TRPC4 inh inactive.
`Cc1cc(/C=C2\C(=N)N3C(SCc4ccccc4)=NSC3=NC2=O)c(C)n1Cc1ccccc1` gave MrgX1 antagonist inactive, ANO1 activ inactive, MrgX1 ag inactive, TRPC4 potent inactive, TRPC4 agonist inactive, TMEM16A inh inactive, RGS4 inh inactive, TRPC6 inhibitor inactive, MrgX1 PAM inactive, TRPC6 activator inactive and TRPC4 inh inactive.
Screening CCOc1cc(NC(=S)NCCCN2CCOCC2)c(OCC)cc1NC(=O)c1ccccc1 returned MrgX1 antagonist inactive, ANO1 activ inactive, MrgX1 ag inactive, TRPC4 potent inactive, TRPC4 agonist inactive, TMEM16A inh inactive, RGS4 inh inactive, TRPC6 inhibitor inactive, MrgX1 PAM inactive, TRPC6 activator inactive and TRPC4 inh inactive.
For COc1cc(OC)c(C(=O)OCC(=O)NC2CCCC2)cc1OC the results were MrgX1 antagonist inactive, ANO1 activ inactive, MrgX1 ag inactive, TRPC4 potent inactive, TRPC4 agonist inactive, TMEM16A inh inactive, RGS4 inh inactive, TRPC6 inhibitor inactive, MrgX1 PAM inactive, TRPC6 activator inactive and TRPC4 inh inactive.
`C/C(N)=C(/C#N)C(=O)COC(=O)c1ccccc1Oc1ccccc1` gave MrgX1 antagonist inactive, ANO1 activ inactive, MrgX1 ag inactive, TRPC4 potent inactive, TRPC4 agonist inactive, TMEM16A inh inactive, RGS4 inh inactive, TRPC6 inhibitor inactive, MrgX1 PAM inactive, TRPC6 activator inactive and TRPC4 inh inactive.
For COC(=O)[C@@]1(Cc2ccc(F)cc2)[C@@H]2[C@@H](CC(=O)[C@H]2CC(=O)C(=O)N(C)C)CN1C(=O)c1ccccc1 the results were MrgX1 antagonist inactive, ANO1 activ inactive, MrgX1 ag inactive, TMEM16A inh inactive and MrgX1 PAM inactive.
`COc1ccc(-n2c(SCC(=O)N3CCCC3)nc3ccccc3c2=O)cc1` gave MrgX1 antagonist inactive, MrgX1 ag inactive, TRPC4 potent inactive, TRPC4 agonist inactive, TMEM16A inh inactive, RGS4 inh inactive, TRPC6 inhibitor inactive, MrgX1 PAM inactive, TRPC6 activator inactive and TRPC4 inh inactive.
`O=C1[C@H]2[C@@H](c3ccc(F)cc3)N3C(=O)N(c4ccc(C(F)(F)F)cc4)C(=O)[C@@]3(Cc3ccccc3)[C@H]2C(=O)N1C1CCCCC1` gave MrgX1 antagonist inactive, ANO1 activ inactive, MrgX1 ag inactive, TRPC4 potent inactive, TRPC4 agonist inactive, TMEM16A inh inactive, RGS4 inh inactive, TRPC6 inhibitor inactive, MrgX1 PAM inactive, TRPC6 activator inactive and TRPC4 inh inactive.
O=c1c([N+](=O)[O-])c(N2CCCCC2)c2ccccc2n1-c1ccccc1 was read as MrgX1 antagonist inactive, ANO1 activ inactive, MrgX1 ag inactive, TRPC4 potent inactive, TRPC4 agonist inactive, TMEM16A inh inactive, RGS4 inh inactive, TRPC6 inhibitor inactive, MrgX1 PAM inactive, TRPC6 activator inactive and TRPC4 inh inactive.
Screening CN(C)CC(O)CN1C(=O)NC(C)(C)C1=O (stereo not given) returned MrgX1 antagonist inactive, ANO1 activ inactive, MrgX1 ag inactive, TRPC4 potent inactive, TRPC4 agonist inactive, TMEM16A inh inactive, RGS4 inh inactive, TRPC6 inhibitor inactive, MrgX1 PAM inactive, TRPC6 activator inactive and TRPC4 inh inactive.
COC(=O)Nc1nc(-c2ccccc2)c(C(=O)c2ccc(Cl)cc2)s1 was read as MrgX1 antagonist inactive, ANO1 activ inactive, MrgX1 ag inactive, TRPC4 potent inactive, TRPC4 agonist inactive, TMEM16A inh inactive, RGS4 inh inactive, TRPC6 inhibitor inactive, MrgX1 PAM inactive, TRPC6 activator inactive and TRPC4 inh inactive.
CCOCC(=O)Nc1cc(C(=O)NCCc2ccccc2)ccc1Cl was read as MrgX1 antagonist inactive, ANO1 activ inactive, MrgX1 ag inactive, TRPC4 potent inactive, TRPC4 agonist inactive, TMEM16A inh inactive, RGS4 inh inactive, TRPC6 inhibitor inactive, MrgX1 PAM inactive, TRPC6 activator inactive and TRPC4 inh inactive.
`Cc1ccc(N(C)C2=NC(=O)CS2)cc1Cl` gave MrgX1 antagonist inactive, ANO1 activ inactive, MrgX1 ag inactive, TRPC4 potent inactive, TRPC4 agonist inactive, TMEM16A inh inactive, RGS4 inh inactive, TRPC6 inhibitor inactive, MrgX1 PAM inactive, TRPC6 activator inactive and TRPC4 inh inactive.
Screening CC1CC(C)CN(C(=O)Cn2c(=O)n(CCCC(=O)NCc3ccco3)c(=O)c3sccc32)C1 (stereo not given) returned MrgX1 antagonist inactive, ANO1 activ inactive, MrgX1 ag inactive, TRPC4 potent inactive, TRPC4 agonist inactive, TMEM16A inh inactive, RGS4 inh inactive, TRPC6 inhibitor inactive, MrgX1 PAM inactive, TRPC6 activator inactive and TRPC4 inh inactive.
`O=C(Cc1ccccc1)c1c[nH]c(C(=O)NCCCN2CCOCC2)c1` gave MrgX1 antagonist inactive, ANO1 activ inactive, MrgX1 ag inactive, TRPC4 potent inactive, TRPC4 agonist inactive, TMEM16A inh inactive, RGS4 inh inactive, TRPC6 inhibitor inactive, MrgX1 PAM inactive, TRPC6 activator inactive and TRPC4 inh inactive.
